A549 viability = Nrf2 qHTS screen for inhibitors: counterscreen for cytotoxicity. A549 ARE-Fluc cells, CellTiter-Fluor viability, 18-24 h. Potency, µM (series often up to 46 µM), for inactives: at the top dose activity change, negative = cytotoxicity, actives largely listed as inhibitors. actives 0.16% (n = 390,000); note: potency is the fitted concentration of half-maximal effect; % is set by controls: 0 for no effect and ±100 for the full control effect
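A549 ARE_Fluc cells in 5% FBS OPTI-MEM were exposed to compounds in concentration-response for 18-24 h at 37 deg C. Viability was read by CellTiter-Fluor fluorescence (Ex 405/Em 525) after 30 min, before the luciferase read.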
Nrf2 ARE act = qHTS of Nrf2 Activators; AREc32 ARE-luciferase reporter (MCF7-derived line), luminescence, 24 h; Potency, µM (titrated, usually from 46.1 µM), without a hit: top-dose activation, actives largely listed as activators; actives 0.31% (n = 410,000); note: potency is the fitted concentration of half-maximal effect; % of control where 0% means no effect; nearly all actives have a fitted effect of over 65% in size
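For detection, Steady-Glo was added and plates sat 30 min at RT; before that, AREc32_Fluc cells grown overnight in OPTI-MEM/5% FBS had been treated with 23 nL compound for 24 hr at 37 deg C.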
EPAC2 antagonist = qHTS for Antagonist of cAMP-regulated guanine nucleotide exchange factor 2 (EPAC2): primary screen. EPAC2 GEF exchange of Rap1B-BODIPY-GDP, fluorescence. Potency, µM (titrated, usually from 114 µM), for inactives: top-dose activity, negative = inhibition, hits mostly inhibitors. actives 0.18% (n = 360,000); note: potency is the fitted concentration of half-maximal effect; % is set by controls: 0 for no effect and ±100 for the full control effect; nearly all actives have a fitted effect of over 45% in size; many of its hits are not listed in these tables
Target sequence (Q8WZA2 whole entry, looked up): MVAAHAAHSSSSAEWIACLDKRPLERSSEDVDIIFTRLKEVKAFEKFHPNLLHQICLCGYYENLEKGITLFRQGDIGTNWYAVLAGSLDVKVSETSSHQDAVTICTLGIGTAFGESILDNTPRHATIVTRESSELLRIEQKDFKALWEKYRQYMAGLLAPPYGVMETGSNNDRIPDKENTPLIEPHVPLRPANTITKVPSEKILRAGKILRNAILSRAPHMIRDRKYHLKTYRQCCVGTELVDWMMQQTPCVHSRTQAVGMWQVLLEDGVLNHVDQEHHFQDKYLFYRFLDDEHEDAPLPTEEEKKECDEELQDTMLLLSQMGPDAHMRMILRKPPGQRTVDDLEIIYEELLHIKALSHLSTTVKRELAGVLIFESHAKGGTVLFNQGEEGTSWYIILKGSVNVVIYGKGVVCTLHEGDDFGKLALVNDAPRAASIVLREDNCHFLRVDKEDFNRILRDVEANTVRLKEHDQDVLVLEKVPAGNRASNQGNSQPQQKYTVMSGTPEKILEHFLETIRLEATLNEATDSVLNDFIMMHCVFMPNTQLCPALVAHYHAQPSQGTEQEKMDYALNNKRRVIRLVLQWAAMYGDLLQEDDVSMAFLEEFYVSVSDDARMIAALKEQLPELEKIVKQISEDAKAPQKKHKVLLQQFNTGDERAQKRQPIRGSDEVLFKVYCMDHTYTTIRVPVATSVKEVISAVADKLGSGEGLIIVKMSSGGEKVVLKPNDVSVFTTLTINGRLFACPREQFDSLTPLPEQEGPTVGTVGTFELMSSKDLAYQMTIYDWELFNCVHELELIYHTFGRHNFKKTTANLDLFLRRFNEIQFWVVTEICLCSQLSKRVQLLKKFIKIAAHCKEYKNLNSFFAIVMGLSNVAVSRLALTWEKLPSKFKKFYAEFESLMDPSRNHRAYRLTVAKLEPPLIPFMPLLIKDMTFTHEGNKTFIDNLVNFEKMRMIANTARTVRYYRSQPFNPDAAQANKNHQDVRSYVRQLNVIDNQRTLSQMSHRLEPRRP
Nrf2 block = Nrf2 qHTS screen for inhibitors; A549 ARE-Fluc reporter, luciferase luminescence, 18-24 h; Potency, µM (doses to about 46 µM), without a hit: at the highest dose activity change, negative = inhibition, usual class: inhibitors; actives 2.1% (n = 360,000); AID 504444, 2011; note: potency is the fitted concentration of half-maximal effect; % is set by controls: 0 for no effect and ±100 for the full control effect; nearly all actives have a fitted effect of over 60% in size
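A549 ARE_Fluc cells, 5000/well, 5% FBS OPTI-MEM; compounds in dose-response, 18-24 h at 37 °C/5% CO2; CellTiter-Fluor viability read (Ex 405/Em 525), then BugLite luciferase luminescence = Nrf2 activity.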
TGFb SMAD3 inh = qHTS for Inhibitors of TGF-b; HepG2 CAGA-GFP TGF-b/SMAD3 reporter, GFP fluorescence, 18 h; TGF-beta stimulated, 500 pg/mL final; actives 1.2% (n = 410,000); Potency, µM (highest dose often 46.1 µM), inactives show at the top dose activity, negative = inhibition, usual class: inhibitors; note: potency is the fitted concentration of half-maximal effect; % is set by controls: 0 for no effect and ±100 for the full control effect; nearly all actives have a fitted effect of over 65% in size
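Using HEPG2 CAGA-GFP reporter cells at 1000 cells/well, we pinned test compounds, stimulated with recombinant TGF-beta (500 pg/mL final) and measured total well GFP after 18 h.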
CCT chaperon mod = High-Throughput Screening for Modulators of Cytosolic Chaperonin Activity | activity change, % (no concentration beside the values), hits read low | purified chaperonin ATPase assay, HTRF ADP detection, 30 min | actives 0.3% (n = 360,000); in the data active = activity change below about -30%; note: % is set by controls: 0 for no effect and ±100 for the full control effect
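Enzyme 40 or 20 nM (batch-dependent) in Tris pH 7.4/KCl/MgCl2/DTT; cpd 76 uM single point; ATP 10 uM; 30 min 37 °C; Transcreener ADP HTRF detection, 30 min RT; ratio 665/615.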
Akt phos inh = HTS Assay for Inhibitors of Akt Phophorylation: Primary Screen; actives 0.32% (n = 360,000); AID 651550, 2012; activity change, % for hits at 50 µM; Neuro2A IGF-stimulated pAkt S473 HTRF, 20 min; stronger effect = lower value; in the data active = activity change below about -80%; inconclusive = mostly about -51% to -80%; note: % is set by controls: 0 for no effect and ±100 for the full control effect
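Neuro2A cells (4,500/well, DMEM with 0.5% FBS) were treated with compound at a single 50 µM final concentration, stimulated with 6 nM IGF for 20 min at 37 °C, and lysed. Phospho-Akt Ser473 was read by HTRF as 665/615 ratio ×10^4.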
EPAC2 ag = qHTS for Agonist of cAMP-regulated guanine nucleotide exchange factor 4 (EPAC2): primary screen | EPAC2 activation, biochemical qHTS; response scale: 100% = 6.5 mM cAMP response | Potency, µM (doses to about 154 µM), for the others: at the top dose activation, hits mostly activators | actives 0.079% (n = 360,000) | AID 720711, 2013; note: potency is the fitted concentration of half-maximal effect; nearly all actives have a fitted effect of over 50% in size
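Compounds were titrated in qHTS against a Rap1B-BODIPY-GDP (250 nM) complex with EPAC2 (100 nM) and GDP (50 uM). BODIPY-GDP release tracked at 480/540 nm over 30 min at room temperature, normalized to 6.5 mM cAMP.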
Mm-Cpn inhibitor = Inhibitors of TCP-1 ring complex (TRiC) of Methanococcus maripaludis (MmCpn): qHTS. Chaperonin Mm-Cpn (Methanococcus maripaludis). AID 504842, 2011. purified Mm-Cpn ATPase, ADP Transcreener TR-FRET. actives 0.031% (n = 330,000). Potency, µM (doses to about 76.9 µM), for inactives: at the highest dose activity, negative = inhibition, actives largely listed as inhibitors; note: potency is the fitted concentration of half-maximal effect; % is set by controls: 0 for no effect and ±100 for the full control effect; nearly all actives have a fitted effect of over 80% in size
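Compound-treated chaperonin, 25 nM final, turns over 10 uM ATP at 37°C for 30 min following a 10 min preincubation; ADP generated competes with ADP-d2 for Eu-cryptate antibody, lowering FRET.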
* = called active by the depositor; i = inactive; ? = inconclusive; / = not tested or not shown; [ ] = dose if it differs, or a comment. Unless noted, calls come from the whole dose curve; as a rule, active = well fitted curve in the direction sought with a large enough effect; inconclusive = small, poorly fitted or top-dose-only effect, or another doubt; inactive = no such curve, though single readings can be large; an effect the other way counts as inactive or inconclusive.

| smiles | A549 viability | Nrf2 ARE act | EPAC2 antagonist | Nrf2 block | TGFb SMAD3 inh | CCT chaperon mod | Akt phos inh | EPAC2 ag | Mm-Cpn inhibitor |
| --- | --- | --- | --- | --- | --- | --- | --- | --- | --- |
| CCOC(=O)C1CCCN(C(=O)c2cc3c(Cl)nc4ccccc4c3s2)C1 (configuration not stated) | 0% | -3.3% | / | 5.8µM* | -24% | / | / | / | / |
| Cc1ccn2cc(CNS(=O)(=O)c3ccc(Cl)s3)nc2c1 | -12% | 0.3% | 7% | 7% | -3% | -0.9 | i | 3% | -2% |
| CC(=O)Nc1ccc(S(=O)(=O)N2CCN(Cc3cccnc3)CC2)cc1 | -4% | -0.5% | 9% | -12% | -22% | 1.5 | i | 6% | -9% |
| COCCNc1nc(NCCOc2ccccc2Cl)c2sccc2n1 | / | 1.3% | 12% | / | 7% | -3.0 | i | 2% | / |
| CCC(C)(c1ccc(C(=O)OC)s1)c1ccc(C(=O)OC)s1 | ? | 0.5% | 12%[57.1 µM] | -9% | 3% | -1.8 | i | 10% | -1% |
| COC(=O)Nc1ccc(S(=O)(=O)N(C)CC(F)(F)C(F)F)cc1 | -3% | -0.2% | 8% | -4% | -18% | -3.5 | i | 0% | 2% |
| CCC(C(=O)N1CCOCC1)n1c(C(=O)OC)cc2occc21 (configuration not stated) | -9% | -0.1% | 0% | -11% | 0% | 1.8 | / | 0% | -3% |
| O=C(COC(=O)CCCOc1ccccc1)NNC(=O)c1ccc([N+](=O)[O-])cc1 | 1% | -0.1% | 17% | -16% | 17% | -2.3 | i | 3% | 1% |
| CCC(C)(C)NC(=O)/C=C/c1ccc(OC)c(S(=O)(=O)N2CCOCC2)c1 | 0% | -0.7%[9.22 µM] | 0% | 2% | -4% | 0.1 | i | -6% | -1% |
| CC1CCCC(NC(=O)COC(=O)c2ccc(S(=O)(=O)N3CCOCC3)cc2)C1C (configuration not stated) | -7% | 0.4% | 9% | 1% | 7% | 0.4 | i | -7% | 1% |
| O=C(Cc1csc(Nc2nc(=S)[nH]c3ccccc23)n1)NCc1ccccc1Cl | -2% | 2.6% | -3% | / | 10% | -2.0 | i | -3% | 0% |
| CCOCCOC(=O)c1ccc(NC(=O)c2cc(OC)c(OC)c(OC)c2Br)cc1 | 3% | 0.5% | -2% | 2% | -3% | -2.7 | i | 12% | 0% |
| CCOc1ccc(C(C)=O)cc1CN1C(=O)NC2(CCCCC2C)C1=O (configuration not stated) | -4% | 0.3% | -8% | 20% | 3% | 0.8 | i | -4% | 2% |
| CCCNC(=O)N(C)C[C@@H]1Oc2ncc(Br)cc2C(=O)N([C@H](C)CO)C[C@@H]1C | / | -0.5% | 5% | / | 1% | -1.8 | i | 12% | / |
| O=C(CSc1ncccn1)Nc1cccc2ccccc12 | 5% | 5.3% | 3% | ? | 12% | 0.7 | i | 3% | -5% |
| Cn1nnnc1-c1cc(Cl)cc(Cl)c1 | 1% | -0.2% | 23% | -4% | -5% | 0.9 | i | 5% | 1% |
| O=c1[nH]c(C2CCN(S(=O)(=O)c3ccc(F)cc3)CC2)nc2c1nnn2Cc1ccc2c(c1)OCCO2 | -11% | 5.5% | -3% | ? | 16µM* | 2.5 | i | 2% | -14% |
| COc1cc(C(=O)NC(=S)NC(C)C)cc(OC)c1OC | 2% | -0.8%[9.22 µM] | 5% | -1% | 9% | -1.8 | i | -6% | 0% |
| Cc1ccc(N=C2NC(=O)CS2)cc1C | -2% | 0.3% | 4% | ? | 5% | -5.0 | i | 5% | 2% |
| CCc1ccc([C@@H]2CC=C(C(=O)O)[C@H](c3ccc(F)cc3)N2S(=O)(=O)c2ccc(C)cc2)cc1 | -17% | -0.9% | -17% | ? | ? | -1.1 | i | -4% | -1% |
| CCOC(=O)c1c(C)[nH]c(C(=O)Nc2ccc(NC(C)=O)cc2)c1C | 2% | 2.1% | -3% | 8.2µM* | -5% | 0.3 | i | 5% | 2% |
| Cc1ccc2c(c1)N(CC(=O)NCCCN1CCCC1)C(=O)CO2 | -4% | -0.6% | 2% | 8% | 22% | -8.6 | i | -4% | 0% |
| COc1ccc(C2=NS(=O)(=O)N(C)C(C(=O)NC3CCCCC3)=C2)cc1OC | -21% | 2.8% | 26% | ? | -1% | 0.0 | i | -6% | 3% |
| CC(=O)c1cn(CC(=O)NCc2ccc3c(c2)OCO3)c2ccccc12 | -8% | 2.8% | 14% | ? | -19% | 2.0 | i | -6% | -17% |
| CCC(=O)Nc1ccc2c(c1)ncn2-c1ccc(C)cc1 | -11% | 2.9% | -2% | 6% | ? | -1.5 | i | 5% | 0% |

Structures above marked active in TGFb SMAD3 inh:
canonical_smiles	Nrf2 ARE act	EPAC2 antagonist	TGFb SMAD3 inh	CCT chaperon mod	Akt phos inh	Mm-Cpn inhibitor
O=c1[nH]c(C2CCN(S(=O)(=O)c3ccc(F)cc3)CC2)nc2c1nnn2Cc1ccc2c(c1)OCCO2	5.5%	-3%	16µM*	2.5	i	-14%

(more compounds)
| smiles | A549 viability | Nrf2 ARE act | EPAC2 antagonist | Nrf2 block | TGFb SMAD3 inh | CCT chaperon mod | Akt phos inh | EPAC2 ag | Mm-Cpn inhibitor |
| --- | --- | --- | --- | --- | --- | --- | --- | --- | --- |
| CCOc1ccc(C(=O)N(Cc2nc(-c3cccc(C)c3)no2)C(C)C)cc1 | 2% | 0.7% | / | -24% | ? | / | / | / | / |
| CC1(C(=O)Nc2cnc3ccccc3c2)CCN1C(=O)C/C=C/c1ccccc1 (configuration not stated) | / | 0.1%[9.22 µM] | 14% | / | 32% | -3.6 | i | 7% | / |
| CCOc1ccccc1C(=O)N1CCN(c2cccc(Cl)c2)CC1 | ? | 2.8% | -5% | 3% | ? | -2.3 | i | 20% | -2% |
| COc1cc2c(cc1OC)-c1n[nH]c(=S)n1C(C)(C)C2 | 2% | -0.3% | -20% | -1% | 0% | 3.1 | i | -3% | -5% |
| Cc1ccc(-c2csc3ncnc(-n4nnc5ccccc54)c23)cc1 | 11% | 7.4% | 0% | -19% | -20% | -3.5 | i | 10% | 0% |
| Cc1ccc(C)c(OCC(=O)Nc2ccc(S(=O)(=O)N3CCN(C)CC3)cc2)c1 | 0% | 0.6% | -6% | 7% | 13% | -0.3 | i | -1% | -2% |
| O=C(Cc1cccs1)NCc1cccc(Cl)c1 | 4% | 0.1% | 8% | ? | -11% | -0.9 | i | 6% | 2% |
| c1ccc(Cc2ccc(OCCn3cncn3)cc2)cc1 | -9% | -0.2% | 0% | -13% | -18% | -2.5 | i | 1% | -1% |
| CCOc1ccc(C(=O)N2CCN(CCc3ccccn3)CC2)cc1 | 3% | 0.4% | / | 14% | -3% | / | / | / | / |
| Nc1nnnn1/N=C/c1cc([N+](=O)[O-])ccc1O | -15% | -0.1% | 1% | 0% | 3% | 0.8 | i | 3% | 0% |
| CC(=O)Nc1ccc2cc3ccc(NC(C)=O)cc3nc2c1 | 1% | 8.3% | -7% | -8% | 57%[activator] | -1.1 | i | -3% | -14% |
| COc1cccc(-n2c(Cc3cc(=O)[nH]c(=O)[nH]3)nnc2SCC(=O)N2CCCCCC2)c1 | 7% | 0.1% | 16% | 24% | 1% | 0.0 | i | 0% | -2% |
| CCC(=O)N1CCN(c2ccccc2NC(=O)c2ccc(OC)c(Cl)c2)CC1 | 2% | -0.6% | -3% | 1% | -8% | 1.5 | i | -2% | 0% |
| CCOc1ccccc1NC(=O)Nc1ccncc1 | -5% | -0.6% | -13% | ? | 6% | -0.9 | i | -8% | 1% |
| O=C(NCc1ccccc1)/C(=C/c1ccccc1)NC(=O)c1ccco1 | 3% | -0.6% | 0% | 1% | -13% | 0.0 | i | 15% | 0% |
| COc1ccc(N(C)C(=O)Cn2c(=O)oc3ccccc32)c(OC)c1 | -3% | -0.4% | 1% | -22% | -1% | -0.6 | i | 10% | 1% |
| COc1ccc(-c2cc(C)no2)cc1S(=O)(=O)N(C)c1ccc(C)cc1 | 1% | 0.9% | ? | 11% | 1% | -2.8 | / | 5% | -1% |
| CC1CCN(C(=O)c2[nH]cnc2C(=O)NCCCCCNC(=O)OC(C)(C)C)CC1 | 6% | 0.2% | 2% | -14% | ? | -6.8 | i | 9% | 1% |
| CCc1cccc2c(=O)c(C(=O)NCCN3CCOCC3)c[nH]c12 | 13% | 0.6% | -4% | -20% | -8% | -2.7 | i | -2% | 1% |
| CCOc1ccccc1C(=O)NC(C(=O)Nc1cccc(S(N)(=O)=O)c1)C(C)C (configuration not stated) | -3% | 0.4% | 4% | ? | ? | -2.4 | i | -4% | -3% |
| Cc1ccc(OC(=O)N(C)C[C@H]2OCc3cn(nn3)CCCC(=O)N([C@H](C)CO)C[C@@H]2C)cc1 | / | -0.9% | -11% | / | 6% | 1.5 | i | 11% | / |
| CCc1ccc(NC(=O)c2ccc(C3SCC(=O)N3CCc3ccccc3)cc2)cc1 (configuration not stated) | -8% | -0.6% | 2% | -21% | 0% | 1.1 | i | 2% | -3% |
| COc1ccccc1CCNC(=O)c1cnccn1 | -11% | 0.4% | -2% | 20% | 7% | 0.2 | i | 2% | ? |
| CC(=O)Nc1ccc([N+](=O)[O-])c(CS(=O)(=O)c2ccc(C)cc2)c1[N+](=O)[O-] | -3% | -0.4% | 0% | -4% | -5% | -1.6 | i | 5% | 1% |
| O=C(Cn1cc([N+](=O)[O-])cn1)Nc1ccccn1 | 13% | 0.4% | 23% | 11% | 16% | -1.6 | i | 7% | 1% |
| CN(C)c1ncnc2c1ncn2[C@H]1CN(Cc2ccc3c(c2)OCO3)C[C@@H](CO)O1 | / | -0.4% | 8% | / | 2% | 0.5 | i | 2% | / |

An excerpt (hit frequency here may not be typical).
